EPAC2 agonist – qHTS for Agonist of cAMP-regulated guanine nucleotide exchange factor 4 (EPAC2): primary screen. Rap guanine nucleotide exchange factor 4 (Homo sapiens), Q8WZA2. EPAC2 activation, biochemical qHTS; response scale: 100% = 6.5 mM cAMP response. Potency, µM (highest dose often 154 µM), for the others: at the top dose activation, hits mostly activators. actives 0.079% (n = 360,000). AID 720711, 2013; note: potency is the fitted concentration of half-maximal effect; nearly all actives have a fitted effect of over 50% in size
Target sequence (Q8WZA2 whole entry, looked up): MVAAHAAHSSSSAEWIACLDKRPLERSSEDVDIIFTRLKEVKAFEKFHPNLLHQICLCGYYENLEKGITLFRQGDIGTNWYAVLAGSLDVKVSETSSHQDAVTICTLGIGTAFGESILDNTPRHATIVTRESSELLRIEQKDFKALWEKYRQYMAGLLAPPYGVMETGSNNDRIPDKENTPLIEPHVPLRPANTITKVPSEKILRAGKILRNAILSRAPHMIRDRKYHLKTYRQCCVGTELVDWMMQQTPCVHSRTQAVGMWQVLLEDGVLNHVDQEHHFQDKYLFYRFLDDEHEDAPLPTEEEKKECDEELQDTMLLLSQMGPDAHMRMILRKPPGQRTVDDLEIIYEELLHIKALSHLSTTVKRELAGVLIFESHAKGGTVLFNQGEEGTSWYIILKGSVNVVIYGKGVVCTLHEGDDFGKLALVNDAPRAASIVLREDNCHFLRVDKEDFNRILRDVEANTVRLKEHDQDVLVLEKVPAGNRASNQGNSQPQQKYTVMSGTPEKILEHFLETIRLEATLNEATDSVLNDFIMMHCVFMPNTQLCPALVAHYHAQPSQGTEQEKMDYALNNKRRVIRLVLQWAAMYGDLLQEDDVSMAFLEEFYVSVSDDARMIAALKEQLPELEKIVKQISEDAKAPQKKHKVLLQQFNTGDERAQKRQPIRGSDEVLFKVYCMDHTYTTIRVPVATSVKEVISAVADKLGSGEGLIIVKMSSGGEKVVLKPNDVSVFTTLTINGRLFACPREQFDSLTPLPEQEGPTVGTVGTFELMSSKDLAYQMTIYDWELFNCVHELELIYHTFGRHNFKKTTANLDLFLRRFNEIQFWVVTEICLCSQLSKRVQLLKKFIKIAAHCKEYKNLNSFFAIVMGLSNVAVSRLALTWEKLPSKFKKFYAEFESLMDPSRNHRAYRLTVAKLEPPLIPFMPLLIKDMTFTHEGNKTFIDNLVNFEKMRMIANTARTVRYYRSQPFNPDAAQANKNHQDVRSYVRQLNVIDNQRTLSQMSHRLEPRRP
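Readout is BODIPY fluorescence (480 nm excitation, 540 nm emission), which falls as labeled GDP is exchanged off Rap1B. EPAC2 at 100 nM acted on 250 nM RAP1B-BODIPY-GDP with 50 uM GDP present.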
TDP43 rescue – qHTS of TDP-43 Inhibitors. TDP-43 expressing yeast growth rescue, BacTiter-Glo, 24 h. Potency, µM (titrated, usually from 46.1 µM), for inactives: at the highest dose growth rescue (activation), hits mostly activators. actives 1.8% (n = 410,000). AID 652104, 2013; note: potency is the fitted concentration of half-maximal effect; % of control where 0% means no effect; nearly all actives have a fitted effect of over 50% in size
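Yeast expressing TDP-43 (pregrown in raffinose, seeded at OD600=0.02 in galactose medium) exposed to compounds 24 hr at 30 deg C. Growth read by BacTiter-Glo luminescence; rescue of toxicity appears as increased signal.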
aSyn rescue – qHTS of alpha-syn Inhibitors. Yeast expressing alpha-synuclein, growth rescue, BacTiter-Glo, 24 h. Potency, µM (titrated, usually from 46.1 µM), for the others: top-dose growth rescue (activation), hits mostly activators. actives 0.14% (n = 370,000). AID 652106, 2013; note: potency is the fitted concentration of half-maximal effect; % of control where 0% means no effect; nearly all actives have a fitted effect of over 65% in size
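Galactose-induced alpha-syn yeast (OD600=0.02, raffinose-pregrown) + pinned cpd, 24 hr, 30 deg C; growth by BacTiter-Glo luminescence. Growth restoration scores as activation.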
DRD3 antagonist – qHTS of D3 Dopamine Receptor Antagonist: qHTS; D(3) dopamine receptor (Homo sapiens), P35462; actives 2.5% (n = 360,000); max response, negative = inhibition, %; AID 652054, 2013; D3R cells, DiscoveRx beta-arrestin luminescence, antagonist mode; active compounds read low; in the data active = max response below about -50%; inconclusive = no clear call, values can overlap the other calls; note: % is set by controls: 0 for no effect and ±100 for the full control effect; mostly tested at two doses, the higher about 12 µM
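Cells expressing the human receptor were seeded at 1500 cells/well, incubated overnight at 37 degrees C in 5% CO2, then exposed to library compounds with dopamine controls for 90 minutes at 37 degrees C before luminescent detection.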
FUS yeast rescue – qHTS for Suppressors of FUS Proteinopathy: Primary screen using FUS-linked yeast assay. actives 0.24% (n = 390,000). S. cerevisiae FUS-expressing, growth rescue, OD600, 24 h. Potency, µM (top dose mostly 76.6 µM), without a hit: at the highest dose growth rescue (activation), actives largely listed as activators;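 note: potency is the fitted concentration of half-maximal effect; plate controls were DMSO vehicle for no effect and reference control for full effect; nearly all actives have a fitted effect of over 55% in size; some results filed as inactive show a strong effect at the top dose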
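Quantitative HTS measuring growth restoration of FUS-toxic yeast. Galactose-induced cells (OD 0.005) were exposed 24hr at 30C to compounds at several concentrations, then absorbance at 600 nm was recorded.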
Abeta yeast res – qHTS for compounds that reverse cellular toxicity of Amyloid beta (A-beta) peptide in yeast: Primary Screen. yeast expressing A-beta42, growth rescue, OD600, 48 h; response scale: 0% DMSO, 100% iron-clioquinol control. Potency, µM (titrated, usually from 46.1 µM), for inactives: at the top dose growth rescue, hits mostly activators. actives 0.063% (n = 410,000); note: potency is the fitted concentration of half-maximal effect; nearly all actives have a fitted effect of over 55% in size
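Yeast A-beta toxicity model in growth medium with pinned compounds, 48 h at 30 C; growth read as absorbance at 600 nm. Normalized to FeCl3/clioquinol equimolar mix (positive) and DMSO (negative).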
DRD3 agonist – qHTS of D3 Dopamine Receptor Agonist: qHTS; AID 652048, 2013; max activation, %; D3R DiscoveRx beta-arrestin cells, luminescence, 90 min; D(3) dopamine receptor (Homo sapiens), P35462; actives 0.58% (n = 410,000); in the data active = max activation above about 30%; note: 0% is about no effect; mostly tested at two doses, the higher about 12 µM
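Agonist-mode cell screen: cells plated at 1500/well and incubated overnight at 37 °C, then exposed to library compounds for 90 min at 37 °C. Detection reagent was added for 30–60 min at room temperature, and luminescence was read.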
EPAC2 antag – qHTS for Antagonist of cAMP-regulated guanine nucleotide exchange factor 2 (EPAC2): primary screen | Rap guanine nucleotide exchange factor 4 (Homo sapiens), Q8WZA2 | EPAC2 GEF exchange of Rap1B-BODIPY-GDP, fluorescence | Potency, µM (top dose mostly 114 µM), without a hit: top-dose activity, negative = inhibition, most hits filed as inhibitors | actives 0.18% (n = 360,000) | AID 720708, 2013; note: potency is the fitted concentration of half-maximal effect; % is set by controls: 0 for no effect and ±100 for the full control effect; nearly all actives have a fitted effect of over 45% in size; many of its hits are not listed in these tables
Active calls of the source: *; ? = inconclusive; / = not tested or not shown; [ ] = dose if it differs, or a comment. Unless noted, calls come from the whole dose curve; as a rule, active = well fitted curve in the direction sought with a large enough effect; inconclusive = small, poorly fitted or top-dose-only effect, or another doubt; inactive = no such curve, though single readings can be large; an effect the other way counts as inactive or inconclusive.

SMILES | EPAC2 agonist | TDP43 rescue | aSyn rescue | DRD3 antagonist | FUS yeast rescue | Abeta yeast res | DRD3 agonist | EPAC2 antag
COc1ccc(C(=O)Nc2c(N)nc(SCC(=O)c3ccccc3)[nH]c2=O)cc1 | 4% | 0% | 0% | -8 | 23% | -13% | -5 | 11%
Cc1cc(=O)nc2c3ccccc3n(C(C)C(=O)NCCC(C)C)n12 (stereo unspecified) | -1% | -1% | 1% | 17 | ? | 18% | -4 | 3%
Cc1ccc2c(C)c(C(=O)N(Cc3ccncc3)CC3CCCO3)oc2c1C (stereo unspecified) | 10% | -6% | 0% | 20 | 27% | 2% | -5 | -8%
COc1ccc(NC(=O)c2ccc(NC(=O)N3CCSc4ncccc43)cc2)cc1 | / | -11% | / | / | -6% | -18% | -10 | /
COc1ccc(N2CCN(C(=O)[C@H](Cc3c[nH]c4ccccc34)NC(C)=O)CC2)cc1 | -4% | 4% | 0% | -16 | 17% | -14% | -9 | 6%
COC(=O)c1cccc(NC(=O)C2CCCN2C(=O)c2cccs2)c1 (stereo unspecified) | 14% | 9% | -1% | 5 | -8% | 5% | 5 | -7%
COc1ccc(-c2sc3ccc(OC)cc3c2-c2ccc(O)cc2)cc1 | 18% | -85%[inhibitor] | 7% | 23 | 11% | -78%[inhibitor] | -20 | -30%
CCOC(=O)C1=C(C)N(CCCC(=O)O)C(=O)NC1c1ccccc1 (stereo unspecified) | 13% | 10% | -10% | 4 | -19% | 4% | 7 | 13%
CCOc1ccc(NC(=O)CN2CCN(CC(=O)Nc3ccc(OC)cc3OC)CC2)cc1 | -6% | -5% | 3% | 2 | 5% | 1% | -4 | -5%
O=C(CSc1nc2c([nH]c3ccccc32)c(=O)n1-c1ccc(F)cc1)NCC1CCCO1 (stereo unspecified) | / | 10% | / | / | 2% | -21% | -13 | /
CCN(CC)c1ccc(/C=C(/C#N)c2nc3ccc(C)cc3[nH]2)c(OC(C)C)c1 | ? | ? | -35%[inhibitor] | ? | 8.9µM* | -22% | -28 | 1%
O=C(COC(=O)CCc1nc2ccccc2c(=O)[nH]1)NC1CCS(=O)(=O)C1 (stereo unspecified) | -8% | 5% | 9% | 4 | -16% | / | -5 | -3%
C[C@@]12C(=O)Nc3ccc(Cl)cc3C(=O)N1[C@H]1c3cc(Br)ccc3OC[C@@H]1[C@@H]2c1ccccc1 | 8% | 10% | 10% | 4 | 28µM* | 13% | 0 | -3%
Cc1ccc(Cn2c(CN3CCN(C(=O)c4ccco4)CC3)nc3c2c(=O)n(C)c(=O)n3C)cc1 | 1% | -19% | 1% | 20 | 20% | 22% | 37* | -1%
CC(CN1CCCCC1)NC(=O)c1cc(-c2ccccn2)nc2ccc(Cl)cc12 (stereo unspecified) | 0% | 19%[9.22 µM] | -5% | -2 | 14% | 0% | -18 | 10%
O=C(Cc1ccc(S(=O)(=O)N2CCOCC2)s1)N(Cc1ccccc1)c1ccccc1 | 2% | 12% | 12% | 9 | 33% | 15% | 4 | 1%
Cc1ccc(C)c2[nH]c(=O)c(CN(Cc3cccs3)C(=S)NCc3ccco3)cc12 | 2% | 3% | -2% | 9 | / | 3% | -3 | -1%
CC[C@@H](CCC=C(C)C)C(=O)N(Cc1ccccc1)c1ccccc1 | -6% | 13% | 9% | -11 | -7% | 8% | 3 | -27%
CCOC(=O)/C=C1/SCC(=O)N1CCOc1cccc(Br)c1 | 11% | ? | 21% | 1 | 27% | 2% | -2 | 0%
Cc1ccc(CNC(=O)CCS(=O)(=O)c2cccc3nsnc23)cc1 | 0% | -8% | ? | 11 | 2% | -9% | 1 | 4%
O=C(c1cccc(C(=O)N2CCN(c3ccccc3)CC2)c1)N1CCN(c2ccccc2)CC1 | 13% | -4% | 2% | -5 | ? | 17% | 13 | -2%
COc1ccc(C(=O)NC(C)c2ccncc2)cc1S(=O)(=O)N(C)Cc1ccccc1 (stereo unspecified) | 1% | 8% | -5% | -3 | 13% | 0% | -5 | -8%
COc1cc([N+](=O)[O-])cc(/C=N/NC(=O)C(C)Nc2ccccc2C)c1O (stereo unspecified) | -15% | 20µM* | 2% | -98* | / | -53%[inhibitor] | -20 | 0%
O=C(COC(=O)Cn1nnc2ccccc21)NC1CCCC1 | 6% | -17% | 0% | 2 | 11% | -11% | 8 | -10%
CC(C)(C)C(=O)N1CCN(c2nc3ccc(Cl)cc3s2)CC1 | 0% | ? | 1% | 7 | 9% | -7% | 17 | 1%
CC(=O)c1ccc(N2CCN(C(=O)c3cc4ccc5cccnc5c4[nH]3)CC2)cc1 | / | ? | / | / | -3% | -6% | -4 | /
COc1cccc(/C=C/C2=CC(C)(C)NC(=S)N2)c1 | 11% | -23% | 5% | -7 | 31% | ? | -13 | 7%
Cc1ccc(CNC(=O)C(CC(C)C)N2Cc3ccccc3C2=O)cc1 (stereo unspecified) | / | -6% | / | / | 9% | -3% | -17 | /
CCc1nc2ccc(C(=O)NCCc3c[nH]c4ccccc34)cn2c1N(C)CCCc1ccccc1 | 3% | 0% | -39%[inhibitor] | 62 | ? | 11% | 9 | 15%
CCC(Sc1ncccc1C(=O)OC(C)C)C(=O)NCc1ccco1 (stereo unspecified) | 6% | -6% | 5% | 23 | 30% | -3% | 5 | -4%
COc1cccc(C(=O)C2CCCN(Cc3cn(C)nc3-c3ccccc3)C2)c1 (stereo unspecified) | 2% | -6% | -6% | -11 | 10% | -3% | -7 | 6%
Cc1ccc2c(c1)[nH]c1c(=O)n(CCCN3CCOCC3)cnc12 | -4% | 1% | -3% | 0 | -4% | 11% | -5 | -4%
COc1ccc(S(=O)(=O)N2CCCC2C(=O)NCc2cccs2)cc1 (stereo unspecified) | 6% | 11% | 1% | 21 | 24% | 7% | 5 | 9%
CSc1nccn1C(=O)c1ccccc1[N+](=O)[O-] | 16% | -11% | -6% | -3 | 2% | -7% | -2 | 9%
CCOc1ccc(NC(=O)COC(=O)COc2cccc3c2OC(C)(C)C3)cc1 | 1% | -25% | 5% | 16 | 18% | 8% | 1 | -9%
CCCCNC(=O)C1CCCN1C(=O)Nc1cccc(OC)c1 (stereo unspecified) | 0% | 16% | 10% | 17 | 11% | 14% | 3 | -3%
COc1ccccc1N=C(C)C1=C(O)CC(c2ccccc2)CC1=O (stereo unspecified) | 7% | 3% | -22% | -2 | -2% | 9% | -1 | 2%
Cc1ccccc1OCc1nc(-c2ccc(NC(=O)c3cccs3)cc2)no1 | -3% | -16% | -4% | 16 | / | -5% | -10 | -7%
N#C/C(=C\N1CCN(Cc2ccc3c(c2)OCO3)CC1)c1nc2ccccc2s1 | 10% | 3% | 9% | 25 | 24% | 10% | 6 | 8%
Clc1ccc(CNc2ccccc2NCc2ccc(Cl)nc2)cn1 | 5% | -19% | -26% | -18 | 15% | -20% | -6 | 6%

The last 2 compounds of the part before open the next one.
SMILES | EPAC2 agonist | TDP43 rescue | aSyn rescue | DRD3 antagonist | FUS yeast rescue | Abeta yeast res | DRD3 agonist | EPAC2 antag
N#C/C(=C\N1CCN(Cc2ccc3c(c2)OCO3)CC1)c1nc2ccccc2s1 | 10% | 3% | 9% | 25 | 24% | 10% | 6 | 8%
Clc1ccc(CNc2ccccc2NCc2ccc(Cl)nc2)cn1 | 5% | -19% | -26% | -18 | 15% | -20% | -6 | 6%
COCCNC(=S)N1C2CCC1CC(NC(=O)NC13CC4CC(CC(C4)C1)C3)C2 (stereo unspecified) | 8% | -9% | 0% | 5 | 22% | 5% | 0 | -2%
CSCCC(c1nc2ccccc2[nH]1)n1c(/C=C/c2ccc(F)c(F)c2)nc2ccccc21 (stereo unspecified) | 13% | 13% | 4% | -6 | 15% | -11% | -5 | 0%
CCCn1c(=O)c(C(=O)Nc2cc(C)ccn2)c(O)c2ccccc21 | -3% | 12% | -2% | -6 | -7% | -1% | 1 | 11%
O=C(NCc1cccs1)C(=O)c1cn(CC(=O)N2CCCC2)c2ccccc12 | 8% | -3% | -4% | -17 | 10% | 2% | -2 | -3%
Cc1c(C(C)C)c(=O)n(-c2ccc(S(=O)(=O)NCc3ccccc3)cc2)n1C | 9% | -23% | 10% | 5 | 7% | -4% | 6 | 4%
CNC(=O)COC(=O)c1ccccc1NC(=O)c1ccco1 | 1% | 5% | 1% | -1 | 1% | 1% | -4 | -3%
Cc1c(CN2CCCCC2)c(O)n(CCCO)c(=O)c1C#N | 5% | -22% | -8% | 11 | 6% | -11% | 5 | -7%
Cc1c(C#N)c2ccccc2n1CC(=O)O | 9% | -19% | -3% | ? | 2% | -2% | -11 | 4%
O=C1COc2cc(O)ccc21 | 8% | -2% | 2% | 2 | -7% | -8% | -2 | -3%
Cc1cc2ccccc2c(=O)n1CC(=O)Nc1ccc2c(c1)OCCO2 | -5% | 6% | 1% | 17 | 44% | 1% | 1 | -9%
CCC1(c2ccc(F)cc2)NC(=O)N(CC(=O)Nc2ccc(N3CCCCC3)cc2)C1=O (stereo unspecified) | -1% | 7% | 0% | -7 | / | -14% | -7 | -19%
O=C(CCn1c(=O)oc2ccccc21)Nc1nccs1 | 4% | 24% | 2% | -9 | -6% | 6% | 2 | 1%
Cc1onc(-c2ccccc2Cl)c1C(=O)NCc1cccnc1 | 8% | -11% | -6% | 12 | 13% | -1% | -3 | -2%
CCOC(=O)c1ccccc1OCc1cc(/C=N/n2cnnc2)ccc1OC | 9% | -3% | 2% | 20 | 14% | -6% | 20 | -3%
O=C(c1cccc(Oc2c(Cl)cccc2[N+](=O)[O-])c1)N1CCCCC1 | 4% | ? | 7% | -1 | 13% | -8% | -2 | -9%
N/C(=N\OC(=O)c1cccc2ccccc12)c1ccc(Br)cc1 | 7% | ? | -49%[inhibitor] | -3 | -19% | -16% | 6 | 6%

Screening results: PubChem, National Center for Advancing Translational Sciences (NCATS)

These rows are one share of the data; the hit share may differ from the screen's.
